Gal4-VP16 FLuc = VP16 counterscreen qHTS for inhibitors of ROR gamma transcriptional activity; AID 2546, 2010; hit rate 3.5% among 310,000; Drosophila S2 Gal4-VP16 UAS-luciferase, luminescence, 20 h; Potency, µM (series often up to 53.6 µM), for the others: at the top dose activity, negative = inhibition, hits mostly inhibitors;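 note: Gal4-VP16 expression switched on by copper sulfate through the metallothionein promoter; potency is the fitted concentration of half-maximal effect; % is set by controls: 0 for no effect and ±100 for the full control effect; nearly all actives have a fitted effect of over 50% in size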
KCNH2 3.1 inh = qHTS for Inhibitors of KCHN2 3.1: Mutant qHTS; Potassium voltage-gated channel subfamily H member 2, brain isoform KCNH2 3.1 (human); U2OS KCNH2 3.1, thallium flux FluxOr; active compounds read low; activity change, % (tested at about 1.8 µM); hit rate 0.95% among 340,000; AID 720553, 2013;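 active = maximum activity change below -70%; inconclusive = maximum activity change from -70% to -50%; inactive = maximum activity change above -50%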;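 note: thallium influx rate constant from kinetic fluorescence after stimulation buffer; % is set by controls: 0 for no effect and ±100 for the full control effect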
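Channel expression came from 3.1 mutant virus (1.77 x 10^8 /mL) applied to suspended U2OS cells for 4 h. Flux was tracked with FluxOr dye plus Red40 quencher, and kinetic rate constants normalized to controls.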
NPC1 prom act = qHTS Assay for NPC1 Promoter Activators. Potency, µM (top dose mostly 9.22 µM), for inactives: at the top dose activation, most hits filed as activators. hit rate 2.4% among 320,000. Huh7 NPC1 promoter luciferase reporter, 24 h. AID 485313, 2010;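 note: potency is the fitted concentration of half-maximal effect; % of control where 0% means no effect; nearly all actives have a fitted effect of over 60% in size; reporter is driven by a mutant NPC1 promoter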
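Luciferase expression driven by the NPC1 promoter was measured in stably transfected Huh7 cells after a 24 h compound incubation, using a luciferase reagent and a luminescence read.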
Rab9 prom act = qHTS Assay for Rab9 Promoter Activators; Potency, µM (highest dose often 9.22 µM), for inactives: top-dose activation, negative = inhibition, usual class: activators; Huh7 Rab9 promoter-luciferase reporter, luminescence, 24 h; hit rate 2.8% among 320,000; note: potency is the fitted concentration of half-maximal effect; % of control where 0% means no effect; nearly all actives have a fitted effect of over 60% in size
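Rab9 promoter-driven luciferase in stably transfected Huh7 cells; 1500 cells/well rested 2 h, exposed to compound in DMSO for 24 h at 37 °C, 5% CO2. Luminescence read 10 min after adding luciferase reagent at ambient temperature.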
uPA surface inh = qHTS for Inhibitors of Cell Surface uPA Generation. hit rate 0.31% among 330,000. Potency, µM (titrated, usually from 38.3 µM), for inactives: at the top dose activity change, negative = inhibition, most hits filed as inhibitors. cell surface uPA generation assay, qHTS; active = well fitted inhibition curve with a large enough effect; inconclusive = small, poorly fitted or top-dose-only effect; inactive = no such curve, though single readings can be large or run the other way; tested in mouse RAW 264.7 cells; note: potency is the fitted concentration of half-maximal effect; % is set by controls: 0 for no effect and ±100 for the full control effect; nearly all actives have a fitted effect of over 55% in size
ELG1 genotoxic = qHTS screen for small molecules that induce genotoxicity in human embryonic kidney (HEK293T) cells expressing luciferase-tagged ELG1 | Potency, µM (series often up to 46 µM), for inactives: top-dose activity change, positive = activation, actives largely listed as activators | hit rate 1.3% among 330,000 | HEK293T ELG1-luciferase reporter, luminescence, 16 h | AID 504466, 2011; note: potency is the fitted concentration of half-maximal effect; % of control where 0% means no effect; nearly all actives have a fitted effect of over 60% in size
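Luminescence read-out: rising ELG1-luciferase signal, reflecting elevated ELG1 protein under genetic stress, flags genotoxic compounds. Cells were treated for 16 hr at 37 °C before ONE-Glo detection.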
Tb PFK inh = qHTS Assay to Find Inhibitors of T. brucei phosphofructokinase. ATP-dependent 6-phosphofructokinase (Trypanosoma brucei brucei), O15648. T. brucei PFK, ADP-Glo luminescence. Potency, µM (highest dose often 57.5 µM), inactives show at the top dose activity, negative = inhibition, actives largely listed as inhibitors. hit rate 0.17% among 330,000. AID 485367, 2010;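 note: potency is the fitted concentration of half-maximal effect; 0% = uninhibited 1x PFK enzyme wells and -100% = no-enzyme wells; nearly all actives have a fitted effect of over 60% in size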
Target sequence (O15648 whole entry, looked up): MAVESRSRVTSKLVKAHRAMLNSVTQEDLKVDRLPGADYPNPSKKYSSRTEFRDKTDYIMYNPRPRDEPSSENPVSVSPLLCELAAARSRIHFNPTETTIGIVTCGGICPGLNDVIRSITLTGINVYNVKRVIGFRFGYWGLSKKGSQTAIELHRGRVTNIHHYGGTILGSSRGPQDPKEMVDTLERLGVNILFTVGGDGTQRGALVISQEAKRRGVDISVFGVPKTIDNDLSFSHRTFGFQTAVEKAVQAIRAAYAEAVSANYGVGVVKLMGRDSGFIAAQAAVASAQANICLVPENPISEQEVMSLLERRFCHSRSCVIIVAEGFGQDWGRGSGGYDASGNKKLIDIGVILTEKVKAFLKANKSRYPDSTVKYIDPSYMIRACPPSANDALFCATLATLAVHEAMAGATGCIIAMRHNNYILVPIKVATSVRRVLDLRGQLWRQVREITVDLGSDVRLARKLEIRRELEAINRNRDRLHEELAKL
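Luminescent ADP detection (ADP-Glo, two-step: ATP depletion then ADP-to-ATP conversion for luciferase) reported PFK activity after 45 min room-temperature reaction of 1.25 nM enzyme with 0.5 mM F6P and 0.1 mM ATP at pH 8.0.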
FLuc counter = qHTS profiling assay for firefly luciferase inhibitor/activator using purifed enzyme and Km concentrations of substrates (counterscreen for miR-21 project). purified FLuc, Km substrates, luminescence inhibition. Potency, µM (titrated, usually from 57.5 µM), for inactives: at the top dose activity change, negative = inhibition, most hits filed as inhibitors. hit rate 6.9% among 360,000;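 note: potency is the fitted concentration of half-maximal effect; plate controls were vehicle for no effect and reference inhibitor for full effect; nearly all actives have a fitted effect of over 55% in size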
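Purified P. pyralis luciferase, 10 nM final, with Km-level 10 uM D-luciferin and 10 uM ATP in 50 mM Tris acetate pH 7.5, 10 mM Mg acetate, 0.01% Tween-20, 0.05% BSA; 6-point qHTS titration about 60 µM downward; luminescence read.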
Giardia kill = Small Molecules that selectively kill Giardia lamblia: qHTS; Giardia lamblia trophozoite viability; activity change, % at 7.66 µM, hits read low; hit rate 0.15% among 340,000; AID 540267, 2011; in the data active = activity change below about -80%; inconclusive = between about -30% and that limit;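 note: parasites exposed to compound for two days anaerobically before the ATP read; % is set by controls: 0 for no effect and ±100 for the full control effect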
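Media and compound were dispensed first, then trophozoites at 100 cells/well; plates sat 48 hrs at 37 deg C without oxygen before ATP luminescence reagent was added and read after 15-30 min at room temperature.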
RORgamma inh = qHTS for inhibitors of ROR gamma transcriptional activity; Potency, µM (series often up to 53.6 µM), without a hit: at the highest dose activity change, negative = inhibition, most hits filed as inhibitors; hit rate 5.4% among 310,000; Drosophila S2 Gal4-RORgamma UAS-luciferase reporter, 20 h; AID 2551, 2010; note: potency is the fitted concentration of half-maximal effect; % is set by controls: 0 for no effect and ±100 for the full control effect; nearly all actives have a fitted effect of over 60% in size
Target sequence (P51450 whole entry, looked up, the tested form may be a part): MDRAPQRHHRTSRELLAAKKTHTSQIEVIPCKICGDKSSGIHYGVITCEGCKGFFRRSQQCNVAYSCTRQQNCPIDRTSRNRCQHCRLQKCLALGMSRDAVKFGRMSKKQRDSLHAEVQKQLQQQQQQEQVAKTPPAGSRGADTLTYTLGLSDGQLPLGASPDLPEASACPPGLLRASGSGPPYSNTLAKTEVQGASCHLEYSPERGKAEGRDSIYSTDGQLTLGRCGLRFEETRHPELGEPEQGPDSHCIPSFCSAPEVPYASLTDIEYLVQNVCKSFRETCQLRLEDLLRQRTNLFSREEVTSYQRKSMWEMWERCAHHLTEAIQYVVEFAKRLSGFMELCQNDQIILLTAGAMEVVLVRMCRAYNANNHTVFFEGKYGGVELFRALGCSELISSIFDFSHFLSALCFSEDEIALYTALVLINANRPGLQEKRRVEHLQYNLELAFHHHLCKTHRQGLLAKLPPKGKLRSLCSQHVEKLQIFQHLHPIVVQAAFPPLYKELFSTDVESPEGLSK
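In this cell-based reporter format, copper sulfate (700 uM final) drives Gal4–ROR gamma fusion expression from a metallothionein promoter in Drosophila Schneider cells; compounds preincubated 1 hr, reporter read after 20 hr at ambient temperature.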
FBPA coupling cs = qHTS Assay for Inhibitors of Fructose-1,6-bisphosphate Aldolase from Giardia Lamblia: Coupling assay counterscreen | AID 2472, 2010 | activity change, negative = inhibition, % at 58.2 µM, hits read low | coupling enzyme system counterscreen, AmpLite Red fluorescence | hit rate 0.67% among 290,000; in the data active = activity change below about -30%; note: % is set by controls: 0 for no effect and ±100 for the full control effect
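Counterscreen of the coupled detection system alone, without aldolase: glyceraldehyde-3-phosphate coupling enzymes plus AmpLite Red readout. Compounds at 57.5 uM final, 10 min RT preincubation, 20 min RT reaction, fluorescence 525/598 nm.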
* marks the source's active call; other numbers are inactive results; u = inconclusive; x = not tested or not shown; [ ] = dose if it differs, or a comment. Unless noted, calls come from the whole dose curve; as a rule, active = well fitted curve in the direction sought with a large enough effect; inconclusive = small, poorly fitted or top-dose-only effect, or another doubt; inactive = no such curve, though single readings can be large; an effect the other way counts as inactive or inconclusive.

SMILES	Gal4-VP16 FLuc	KCNH2 3.1 inh	NPC1 prom act	Rab9 prom act	uPA surface inh	ELG1 genotoxic	Tb PFK inh	FLuc counter	Giardia kill	RORgamma inh	FBPA coupling cs
CN(c1ccccc1)S(=O)(=O)c1cc(C(=O)Nc2nc3ccccc3[nH]2)ccc1Cl	3.16µM*	-21.3	-0.7%	-2.3%	-14.4%	-15.2%	2.5%	-20.5%	3.3	2.82µM*	-5.0
O=C(CSc1nnnn1Cc1ccccc1)Nc1ccc2c(c1)OCCO2	-13.8%	0.2	18.8%	6.3%	1.5%	12.5%	0.5%	u	-6.1	33.5%	2.1
O=C(OCC(=O)N1CCOCC1)c1c(Cl)ccc(Cl)c1Cl	4.3%	-2.5	-2.7%	15.7%	-4.6%	6.6%	-2.6%	u	-7.5	9.7%	1.8
COCCCNC(=O)Cn1ccc(N)nc1=O	x	10.6	-1.8%	-0.3%	10.8%	-1.3%	0.7%	4.7%	-13.7	x	x
Cc1c(Cl)cccc1NC(=O)Nc1ccc(C(=O)N2CCCC2)cc1	28.1%	5.7	22.5%	29.2%	-1.2%	7.1%	-3.9%	5.36µM*	-7.6	-3.3%	-2.7
Cc1ccc(S(=O)(=O)NC(=O)Nc2cccc([N+](=O)[O-])c2)cc1	6.6%	10.4	-1.7%	5.8%	1.9%	-0.1%	-18.3%	-1.8%	0.0	-0.4%	-0.9
Cn1c2ccccc2c2nnc(SCC(=O)Nc3ccccc3F)nc21	-5.0%	1.1	3.7%	6.3%	18.5%	2.0%	3.5%	-19.3%	24.6	-23.4%	-3.1
O=C(O)c1cc2ccccc2[nH]1	-9.3%	-11.9	x	x	2.3%	x	x	x	-27.5	-12.3%	1.9
CCCC(=O)NC(c1ccco1)c1cc([N+](=O)[O-])c2cccnc2c1O (stereo not given)	5.01µM*	-1.1	-0.3%	-3.6%	5.1%	-4.1%	5.4%	u	u	5.62µM*	-26.9
CCOC(=O)c1c(NC(=O)CN2C(=O)NC3(CCCCC3C)C2=O)sc(C)c1C (stereo not given)	-19.2%	0.2	-3.2%	-11.5%	-6.2%	3.1%	-0.7%	-0.9%	1.1	u	0.6
NC(=O)c1ccc(Oc2ccc3c(c2)CCC3)c([N+](=O)[O-])c1	-11.3%	1.9	0.1%	-1.4%	5.0%	-2.3%	1.3%	-0.5%	9.6	10.6%	-1.3
COc1cc(CNCCN(C)C)ccc1OCc1c(F)cccc1Cl	13.6%[10 µM]	-3.9	-2.3%	-6.1%	-8.2%	-2.3%	2.7%	3.5%	42.8[activator]	-25.8%	-0.4
CC1CCCCN1CCCNc1ccc(C(CC(N)=O)NC(=O)Cc2ccc(Cl)cc2)cc1[N+](=O)[O-] (stereo not given)	3.4%	-10.7	1.3%	0.2%	5.5%	3.0%	-0.6%	3.9%	11.9	-0.9%	-2.7
CC(C)/C=C1\CCCCC1N(C)C(=O)NC(C)C (stereo not given)	11.7%	8.6	0.0%	-0.6%	12.5%	2.9%	0.2%	4.5%	3.3	-31.0%	-0.2
COc1ccc(NC(=O)CSc2nc3[nH]ncc3c(=O)n2-c2ccccc2OC)cc1OC	7.2%	-1.3	-4.8%	0.1%	4.8%	5.4%	-2.5%	-12.0%	-9.7	20.0%	-0.3
CC1CCN(S(=O)(=O)c2ccc(NC(=O)CCN3C(=O)C4CC=CCC4C3=O)cc2)CC1 (stereo not given)	x	8.9	3.2%	-9.5%	2.4%	-8.4%	3.9%	x	-20.3	x	x
CC(Oc1ccc(F)cc1)C(=O)Nc1cc(S(=O)(=O)N2CCOCC2)ccc1N1CCN(C)CC1 (stereo not given)	x	4.3	-1.5%	3.0%	0.6%	7.7%	22.9%	2.9%	-2.6	x	x
O=C(O)CC(c1ccc(F)cc1F)N1Cc2ccccc2C1=O (stereo not given)	4.5%	1.6	-7.8%	-1.4%[1.84 µM]	-1.2%	1.9%	4.2%	-0.3%	19.7	-20.2%	3.0
Cc1ccc2[nH]c3c(Cl)ncnc3c2c1	3.8%	0.8	-5.8%	-2.7%	-2.1%	-0.1%	-17.9%	-14.5%	-27.6	3.5%	1.6
CC(OC(=O)C1=COCCO1)C(=O)Nc1ccccc1C#N (stereo not given)	2.5%	-20.2	-2.6%	-2.0%	8.2%	-1.2%	-3.3%	0.2%	23.1	-6.9%	1.7
O=C1CCCC(O)=C1N=Nc1c(Cl)cc(C(F)(F)F)cc1Cl	u	-18.9	-4.8%	-0.9%	-3.6%	0.8%	-15.5%	-2.0%	-6.5	u	2.6
Cc1c(NS(=O)(=O)c2ccc(N(C)C3CCCCC3)c([N+](=O)[O-])c2)c(=O)n(-c2ccccc2)n1C	4.1%	-3.4	3.7%	-0.3%	-1.5%	-5.4%	4.0%	0.6%	7.0	41.2%	-0.2
Cc1cc(OCC(=O)OCC(=O)NCCN2C(=O)CSC2=O)ccc1Cl	x	-6.8	-0.9%	1.8%	10.7%	-0.2%	0.8%	1.7%	-18.7	x	x
COC(=O)C(=C/C(C)=C/c1cccnc1)C(=O)OC	u	-8.1	-12.3%	-19.3%	-13.1%	-12.2%	-2.5%	3.0%	16.8	u	2.0
COC(=O)c1ccc(CNC(=O)Cn2cnc3c(SC)nc(N)nc32)cc1	x	10.9	x	x	-0.1%	-1.5%	-2.0%	x	u	x	x
COc1ccc(NC(=O)O/N=C2/CCCc3ccc(OC)cc32)cc1	2.5%	2.3	-3.6%	-27.7%	-3.7%	1.5%	-2.8%	u	17.2	-14.2%	-8.6
CCOc1cccc(NC(=O)C2CC(=O)NC(=Nc3ccccc3)S2)c1 (stereo not given)	16.1%	-15.4	1.1%	1.4%	-7.5%	-2.3%	-2.7%	-2.2%	-19.0	u	-3.5
Cc1nonc1OCCNCc1c(C(=O)N(C)C)nc2ccc(Cl)cn12	2.82µM*	14.7	-39.6%[inhibitor]	-40.0%[inhibitor]	0.3%	u	0.6%	-12.0%	u	3.16µM*	2.0
O=C(O)CNC1=NCCCCC1	-4.1%	8.7	-1.0%	7.0%	-5.3%	-0.7%	-0.8%	1.3%	-8.4	-14.3%	-0.4
Cn1nnnc1SCCNCc1ccccc1OCc1ccccc1	-11.1%	-26.4	-0.5%	-2.7%	0.1%	-2.1%	-1.1%	0.4%	-25.6	41.3%	3.1
COC(=O)CNC(=O)CN1c2cccc3cccc(c23)S1(=O)=O	13.2%	3.3	x	x	-1.1%	x	x	4.2%	15.6	1.4%	-0.6
CCN(CC(=O)Nc1ccccc1C(=O)NC1CC1)Cc1cccs1	x	8.1	-1.4%	3.3%	2.3%	-0.1%	0.7%	2.7%	-19.2	x	x
O=C(N/N=C/c1ccc(O)c(Br)c1)c1cc2c(ccc3ccccc32)o1	-5.7%	-12.5	-1.3%	0.7%	7.0%	-3.1%	0.5%	u	10.3	13.8%	x
O=C1/C(=C/N(C(=O)c2ccco2)c2ccc(Br)cc2)Sc2ccccc21	12.6µM*	2.4	u	u	-1.1%	11.6µM*	-3.5%	0.338µM*	-14.8	35.5µM*	0.4
CN(CC(=O)Nc1ccccc1Cl)C(=O)COC(=O)c1cc(S(=O)(=O)N(C)C)ccc1N1CCCC1	x	-0.3	-3.4%	-4.0%	-3.7%	3.8%	-2.6%	0.9%	3.3	x	x
CCCOc1ccc(C(CC(=O)O)NC(=O)C23CC4CC(CC(C4)C2)C3)cc1 (stereo not given)	5.0%	-23.1	-0.8%	14.0%	x	-2.6%	3.0%	5.4%	-8.4	28.4%	5.9
Cc1ccccc1Cn1c2ccccc2c2cnn(CC(=O)NCCCN3CCN(C)CC3)c(=O)c21	-6.7%	12.0	-0.1%	-0.9%	-11.5%	1.7%	-10.0%	-0.5%	-1.8	0.5%	x
COc1cccc(CN(C)C(=O)CNC(=O)c2ccc3c(c2)OCO3)c1OC	-2.8%	-5.0	1.2%	0.4%	-2.0%	-3.2%	3.2%	-1.7%	19.3	-1.1%	x
COc1cccc(NC(=O)C(C)Sc2nnc(C3CC3)n2C2CC2)c1 (stereo not given)	x	-8.9	-0.4%	-0.8%	7.0%	4.1%	2.6%	-15.9%	23.1	x	x
O=C(NCc1ccc(F)cc1)c1cc2ccccn2n1	20.8%	-7.1	1.3%	-3.7%	13.0%	-0.1%	-12.5%	-5.0%	5.6	36.6%	2.8

Source: PubChem BioAssay (National Center for Advancing Translational Sciences (NCATS))

The order is random; about 14% have a hit in one of these screens.
